GSIS activator – GLuc luminescence reporter in INS-1E cells, primary screen for activators of glucose-dependent secretion of insulin. INS-1E GLuc reporter insulin secretion, 2-3 h. activation, % at 16.6 µM. 370,000 compounds, 0.61% hits. AID 743287, 2014;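 active means lowest replicate activation of at least 40%, so every replicate reaches that level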;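 further: 0% = median of neutral control wells and 100% = median of IBMX positive control wells; some compounds called inactive have numbers as strong as hits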
DENV2 CPE rescue – inhibitors of DENV2 cytopathic effect, primary screen, cell-based, plate reader, single concentration; DENV2-infected cells, cytopathic effect rescue; CPE inhibition, % at 9.99 µM; 350,000 compounds, 1.7% hits; in the data active means CPE inhibition above about 20%, passing the limit was not always enough; inconclusive means no clear call, values can overlap the other calls; tested in BHK-21 cells;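 further: 0% = median of neutral control wells and 100% = median of positive control wells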
RAD54 branch – inhibitors of human RAD54 branch migration, primary screen, biochemical, fluorescence, single point; inhibition, % at 10.4 µM; RAD54 Holliday junction branch migration, FAM/BHQ fluorescence; 360,000 compounds, 0.14% hits; DNA repair and recombination protein RAD54-like (Homo sapiens), Q92698;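 active means mean normalized replicate activity at least 40 and at least half of replicates scoring 40 or more; inconclusive means only one of the two criteria met; inactive means mean below 40 and under half of replicates reaching 40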;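 further: 0% = median of neutral control wells and 100% = median of positive control wells; inhibitors cause a drop in the FAM fluorescence signal; in these data hits start at about 50%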
RAD52 anneal inh – RAD52 DNA annealing inhibitors, primary screen, biochemical, FRET, single point, set 2. 360,000 compounds, 0.46% hits. DNA repair protein RAD52 homolog (Homo sapiens), P43351. AID 651710, 2012. inhibition, % at 18.7 µM. recombinant RAD52 DNA annealing, FRET fluorescence;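 active means every replicate showing at least 50% inhibition; inconclusive means mean inhibition at least 50% but not in every replicate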
F508del corr – F508del CFTR correction, initial screen, CFBE line, single point | CFBE cells, YFP halide quenching; stimulated with forskolin plus potentiator P3; % fluorescence drop versus neutral controls | activity (quench increase), % at 7.58 µM | 350,000 compounds, 0.36% hits | AID 720511, 2013;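 active means mean added fluorescence quench of at least 8% versus neutral control, with both replicates also reaching 8%; inconclusive means only one of the mean or replicate conditions met; inactive means mean below 8% and not both replicates reaching 8%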;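 further: cells transiently co-express mutant CFTR-F508del with the halide-sensitive YFP; corrector assay measuring rescue of mutant channel to the surface after 24 h compound exposure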
E-sel inducer – E-selectin induction in HUVECs, primary screen, imaging, HUVEC, immunofluorescence imaging, single point. P16581. normalized: neutral wells 0, TNF-alpha wells 100. activation, % at 7.58 µM. 260,000 compounds, 0.37% hits;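 active means mean E-selectin-positive cell signal at least 10% of the positive control, reached in at least 60% of replicates, without over 20% cell loss; inconclusive means no rule given, readout overlaps actives, possibly toxicity-flagged; inactive means the rest, including those meeting only one limit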;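 further: in these data hits start at about 27%; measured in HUVEC primary endothelial cells; signal is the percent of cells scored E-selectin positive by PE staining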
Target sequence (P16581 whole entry, looked up): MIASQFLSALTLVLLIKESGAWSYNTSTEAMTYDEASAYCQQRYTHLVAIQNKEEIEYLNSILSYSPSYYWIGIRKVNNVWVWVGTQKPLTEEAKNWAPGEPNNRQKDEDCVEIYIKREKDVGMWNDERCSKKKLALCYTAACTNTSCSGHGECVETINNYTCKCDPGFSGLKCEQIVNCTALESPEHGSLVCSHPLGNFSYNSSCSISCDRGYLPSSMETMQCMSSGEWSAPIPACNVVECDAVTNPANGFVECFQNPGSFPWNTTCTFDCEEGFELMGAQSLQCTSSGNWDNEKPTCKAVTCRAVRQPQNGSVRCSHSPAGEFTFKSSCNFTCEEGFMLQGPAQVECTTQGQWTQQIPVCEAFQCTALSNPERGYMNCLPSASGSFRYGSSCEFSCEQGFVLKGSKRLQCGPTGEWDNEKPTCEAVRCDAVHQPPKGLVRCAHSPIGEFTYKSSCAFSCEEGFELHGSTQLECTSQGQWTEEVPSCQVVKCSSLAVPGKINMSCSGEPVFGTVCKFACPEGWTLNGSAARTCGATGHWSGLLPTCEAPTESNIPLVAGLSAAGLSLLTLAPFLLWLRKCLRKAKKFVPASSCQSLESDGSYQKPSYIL
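Test system – human umbilical vein endothelial cells (HUVEC), E-selectin induction · Input – 3,000 HUVEC seeded per well · Buffer or medium – EGM-2, gelatin · Compound dosing – single-point compound dose · Detection – immunofluorescence imaging · Measure – percent E-selectin-positive cells · Controls – TNF-alpha high, DMSO low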
XiGFP reactiv – activators of inactive X chromosome reactivation, primary screen, imaging, XiGFP fibroblasts, GFP high-content imaging, set 2; 360,000 compounds, 0.055% hits; XiGFP mouse fibroblasts, % GFP-positive cells imaging, 3 d; cells co-treated with 5-aza-dC sensitizer; scaled so ellipticine positive control = 100%; activation, % at 7.58 µM; AID 743238, 2013;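 active means mean normalized replicate activation at least 10% and every replicate at or above 10%; inconclusive means only one of the two criteria met; inactive means mean below 10% and not all replicates reach 10%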;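 further: 0% = median of on-plate neutral control wells and 100% = ellipticine 6 µM median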
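Assay system: SV40-immortalized XiGFP fibroblast cells, line 68-5-11; buffer or medium: DMEM plus 5-aza-dC sensitizer; compound: one concentration, pinned; timing: compounds 3 days, fix/stain 15 min at room temperature; benchmarks: positive control ellipticine, 6 µM final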
CASP6 VEID inh – human caspase-6 inhibitors, primary screen, biochemical, VEID-R110 fluorescence, single point, set 2. purified caspase-6, Z-VEID-R110 cleavage fluorescence. 350,000 compounds, 0.53% hits. inhibition, % at 12.5 µM. AID 686996, 2013. P55212;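 active means mean inhibition across replicates at least about 35%, with every replicate also reaching that limit, limit read from the data; inconclusive means only one of the two criteria met; inactive means neither criterion met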;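 further: 0% = median of neutral control wells and 100% = no fluorescence left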
Target sequence (P55212 24-179 limits assumed): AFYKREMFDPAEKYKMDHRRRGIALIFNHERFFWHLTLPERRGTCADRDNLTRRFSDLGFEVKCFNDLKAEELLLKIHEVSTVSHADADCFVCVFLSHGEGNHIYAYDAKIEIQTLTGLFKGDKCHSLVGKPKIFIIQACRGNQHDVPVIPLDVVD
Target sequence (P55212 194-293 limits assumed): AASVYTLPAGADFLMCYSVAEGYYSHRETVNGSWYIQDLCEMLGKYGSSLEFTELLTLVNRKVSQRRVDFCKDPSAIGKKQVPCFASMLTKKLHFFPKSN
Active calls of the source: *; ? = inconclusive; · = no result given. An unsorted share of the library; 3.7% or so of the library scored in one or more.

SMILES	GSIS activator	DENV2 CPE rescue	RAD54 branch	RAD52 anneal inh	F508del corr	E-sel inducer	XiGFP reactiv	CASP6 VEID inh
CN1CCN(c2ccc(-c3cc(NC=O)c4ncc(-c5ccccc5)n4c3)cc2)CC1	5	-4	26	-5	-1.1	-1.1	0.0	-24
Cc1cccc(NC(=O)Nc2ccc(Cl)cc2)n1	-10	2	-4	-9	2.0	·	0.1	-1
COc1ccc(CCC(C)NCc2ccc(Cl)c(Cl)c2)cc1 (configuration not stated)	0	?	18	9	-2.2	·	0.2	-6
C[C@@H](NC(=O)C[C@@H]1CC[C@H](NC(=O)Nc2ccc3c(c2)OCO3)[C@@H](CO)O1)c1ccccc1	8	0	0	-6	0.7	-0.7	5.7	8
COc1ccc(NC2CCCN(C(=O)c3cc4ncccn4n3)C2)cc1 (configuration not stated)	-8	-2	3	-12	-3.0	·	0.1	1
CC12CCC(=O)N1C(C(=O)Nc1cc(C(F)(F)F)ccc1N1CCCCC1)CS2 (configuration not stated)	-23	4	·	-13	-1.8	0.9	0.0	-1
CCC(=O)NC[C@@H]1[C@H](c2ccc(-c3ccccc3)cc2)[C@@H](CO)N1C(=O)C1CC1	-2	-8	2	-55	-0.3	0.7	0.0	2
CC1CCCCC1NC(=O)CSc1nc2ccccc2c(=O)n1Cc1ccco1 (configuration not stated)	8	-5	·	2	-1.5	·	·	-1
CC1CCCC(C)N1C(=O)CSc1ncccn1 (configuration not stated)	26	6	-2	-11	-0.7	-0.1	0.2	-2
COc1cccc(S(=O)(=O)N(C)C[C@@H]2Oc3cc(C#CCC(C)C)ccc3S(=O)(=O)N([C@H](C)CO)C[C@H]2C)c1	12	10	-2	-4	-2.6	0.3	-0.1	-1
CC(C)C(=O)N1CCC1(C)C(=O)Nc1ccc(-n2cncn2)cc1 (configuration not stated)	3	-2	-2	-9	1.0	-0.4	0.3	0
COc1ccc(S(=O)(=O)N2CCC(C(=O)NCCC3=CCCCC3)CC2)cc1C	-31	-3	·	-14	3.4	·	·	-4
CCOc1ccc(-c2noc(CCC(=O)NC3CCCC3)n2)cc1OC	7	15	5	-1	5.4	-0.2	0.1	1
CCO[C@@H]1OC(C(=O)N2CCN(Cc3ccccc3)CC2)=C[C@H](c2ccc3c(c2)OCO3)[C@H]1CCCO	·	-1	-8	2	0.7	·	·	-3
Cc1nonc1CN(C)C(=O)CC1C(=O)NCCN1Cc1cccc(C(F)(F)F)c1 (configuration not stated)	-3	·	6	-43	1.4	5.2	0.0	7
CC(C)c1ccc(OCC(O)CN2CCN(c3ccccn3)CC2)cc1 (configuration not stated)	40	8	-14	2	1.0	-0.3	0.0	1
C[C@@H]1CN([C@@H](C)CO)C(=O)c2cccc(NC(=O)c3nc4ccccc4s3)c2O[C@@H]1CN(C)Cc1ccc(-c2ccccc2)cc1	-11	3	-5	-18	0.7	-0.4	0.0	-4
COc1ccc(NC(=O)c2c3c(nc4ccccc24)CCN(Cc2ccccc2)C3)c(OC)c1	11	5	13	2	-2.0	1.3	-0.4	0
CC(C)NC(=S)NN=C1CCCCCCCCCCC1	-9	1	·	-1	-1.3	0.3	0.0	3
O=C(O)C1=CC[C@@H](c2ccc(Cl)cc2)N(S(=O)(=O)c2ccc(Cl)cc2)[C@H]1c1ccc(Br)cc1	-18	?	6	-17	-2.0	-1.1	-0.1	24
COc1ccc(NS(=O)(=O)c2c(C)n(C)c(=O)n(C)c2=O)cc1	3	-2	5	-7	-3.4	0.1	1.5	-2
COc1ccc(C(=O)NC=C2C(=O)OC(C)(C)OC2=O)cc1	8	-1	·	-33	-2.6	·	0.4	1
OC(CNCC#Cc1ccccc1)c1ccccc1 (configuration not stated)	14	5	-3	-5	-1.5	-0.2	0.0	0
CCS(=O)(=O)Nc1ccc2c(c1)C(=O)N(C)C[C@@H](OC)[C@H](C)CN(C(=O)COC)[C@@H](C)CO2	7	·	0	12	-2.5	0.1	0.4	·
Cc1cc(-c2ccc(C(C)C)c(S(=O)(=O)Nc3ccccn3)c2)on1	15	-7	1	-12	0.7	·	0.0	5
CCCCn1cnc2cc(C)c(C)cc21	-7	7	·	1	-0.8	·	0.0	-5
Cc1sc2ncnc(N3CCC(C(=O)Nc4ccc(Br)cc4Br)CC3)c2c1C	13	?	-6	-7	0.5	0.0	0.1	-1
COCc1cn(CC[C@H]2CC[C@H](NC(=O)Nc3ccc(Cl)cc3)[C@H](CO)O2)nn1	-3	4	2	-6	0.5	0.5	1.1	3
CC(C)C(=O)N1CCN(c2ccccc2NC(=O)c2ccc([N+](=O)[O-])o2)CC1	-13	6	-4	-1	-0.4	-0.3	0.1	3
CCOc1ccc(C2N(c3ccc(F)cc3)C(=O)C3CCCN32)cc1 (configuration not stated)	9	-2	-4	-41	-0.1	-0.2	0.2	-3
Nc1ncnc2c1ncn2[C@@H]1O[C@H](C(=O)NS(=O)(=O)c2cccs2)[C@@H](O)[C@H]1O	-1	8	-8	-2	0.2	2.3	0.5	0
CC1(C(=O)NS(=O)(=O)c2ccccc2Cl)CCN1C(=O)CC1CC1 (configuration not stated)	-4	?	-8	-4	-5.0	7.2	-0.1	-2
C[C@@H]1CN([C@@H](C)CO)C(=O)c2cc(NC(=O)NC3CCCCC3)ccc2O[C@@H]1CN(C)Cc1ccc2c(c1)OCO2	-3	6	6	16	-0.7	?	-0.1	-2
O=C(NC[C@H]1CC[C@@H]2[C@@H](CN2S(=O)(=O)c2ccccc2F)O1)C1CCCCC1	·	-11	·	-7	-1.2	·	·	-1
CC(C)(C)c1ccc(C(=O)c2c[nH]c(C(=O)NCCc3ccccn3)c2)cc1	4	4	8	-9	2.0	·	-0.1	-1
NS(=O)(=O)c1ccc(NC(=O)CN2CCN(S(=O)(=O)c3ccc(F)cc3)CC2)cc1	8	-2	8	-20	4.9	·	0.1	4
C[C@H]1CN([C@@H](C)CO)C(=O)c2cccc(NC(=O)c3ccncc3)c2O[C@H]1CN(C)Cc1ccc(Oc2ccccc2)cc1	·	5	-1	-10	1.4	·	·	1
Cc1cc(N2CCOCC2)n2nc(C)c(-c3ccc(Cl)cc3)c2n1	10	-1	0	-1	-2.9	0.2	0.1	-3
CCOc1ccc(C(=O)NCC(=O)NCC(c2ccco2)N2CCCCC2)cc1 (configuration not stated)	5	-8	-18	-20	3.9	·	0.0	-1
COc1ccccc1C(=O)OCC(=O)NC1CCCC1	-3	0	-13	5	-0.1	-0.1	0.0	-6
CCN(CCn1cccn1)Cc1cn[nH]c1-c1cccc2ccccc12	10	1	·	-10	-0.6	1.2	0.0	0
CNC[C@@H]1Oc2ncc(C#CC3(O)CCCC3)cc2C(=O)N([C@@H](C)CO)C[C@H]1C	14	2	-1	-1	2.2	1.9	-0.1	0
CC(C)(C)c1ccc(C(=O)N2CCC(C(=O)N3CCCCC3)CC2)cc1	3	-1	-4	-3	0.8	0.0	0.0	1
Nc1n[nH]c2cc(=O)n(-c3ccc(Cl)cc3)nc12	3	-4	·	-68	1.8	·	0.0	-2
Cc1ncc([N+](=O)[O-])n1CC(=O)Nc1ccccc1F	10	-4	5	0	-0.5	·	0.0	-2
C[C@H]1CN([C@@H](C)CO)C(=O)c2cc(Br)cnc2O[C@H]1CN(C)C(=O)C1CCCCC1	22	-3	2	-9	3.6	0.0	0.9	2
COc1cccc(-c2ncc3ccccc3c2COC(=O)c2ccc(C(C)(C)C)cc2)c1	-14	-3	7	-14	-1.0	0.2	-0.1	-3
Cc1ccccc1S(=O)(=O)N1CC(=O)N2[C@H](CO)[C@@H](c3ccc(C#Cc4ccccc4)cc3)[C@H]2C1	-6	-5	·	-11	0.5	0.1	0.3	-1
CNC(=O)Oc1ccc2c(c1)[C@]1(C)CCN(C)C1N2C (some centres not stated)	-1	-4	-5	-11	-0.8	?	0.3	-5
COCC(=O)N1[C@@H]2CN(C(=O)Nc3ccccc3F)c3ccccc3[C@@H]2[C@@H]1CO	10	6	6	4	-1.3	-0.3	0.2	36*
COCC(=O)N(C)C[C@@H]1Oc2ncc(C#Cc3ccc(F)cc3)cc2C(=O)N([C@H](C)CO)C[C@H]1C	-7	5	-2	3	0.9	0.4	0.3	0
COc1ccc(C)cc1NC(=O)COC(=O)C1CCN(C(=O)c2ccc(Cl)cc2)CC1	-18	?	0	-9	4.3	0.5	0.1	1
O=C(COC(=O)/C=C/c1ccc(OC(F)F)cc1)NC(=O)NCc1ccccc1	·	0	-5	-17	1.9	-0.1	0.4	-1
COc1ccc(-c2c(-c3cc(OC)cc(OC)c3)n(C)c3ccc(-c4cc(F)cc(OC)c4)cc23)cc1	-13	-1	-9	-22	1.1	-0.2	0.0	-2
COc1ccc2c3c(n(C)c2c1)[C@H](CO)N(C(=O)Cc1ccccn1)CC31CCN(CC2CC2)CC1	30	-5	·	-3	-2.6	-0.2	0.4	0
O=C(CCC(=O)N1CCN(c2ccc(C(F)(F)F)cn2)CC1)c1cccs1	6	-9	-10	-9	-1.9	·	2.5	1
O=C(Nc1ccc([N+](=O)[O-])cc1)N1CCc2ccccc2C1	-3	23*	8	8	0.7	·	-0.1	1
COc1ccccc1CNC(=O)c1ccc2nc(C)c(N(C)Cc3ccc(NC(C)=O)cc3)n2c1	-11	6	-13	-28	1.4	0.4	0.1	·
N#CCC(=O)NC(=O)NCC1CC1	·	·	-2	-41	1.7	-0.1	0.0	1
CCCCn1nnnc1NCc1cc(OC)c(OC)c(OC)c1	21	1	-2	-15	-1.7	·	·	1
Going on with the list.
SMILES	GSIS activator	DENV2 CPE rescue	RAD54 branch	RAD52 anneal inh	F508del corr	E-sel inducer	XiGFP reactiv	CASP6 VEID inh
Cn1c(=O)cc(OCC(=O)NCc2cccs2)c2ccccc21	16	-2	-1	-11	·	·	-0.1	-3
COc1ccc([Si](C)(C)[C@@H]2[C@@H](CCn3cc(CCO)nn3)O[C@]3(C(=O)N(Cc4ccc(N5CCOC5=O)cc4)c4ccccc43)[C@H]2C)cc1	·	-5	-4	12	3.4	·	·	4
C[C@H](CO)N1C[C@H](C)[C@H](CN(C)S(=O)(=O)c2ccc(Cl)cc2)Oc2ccc(NS(=O)(=O)c3ccccc3)cc2C1=O	-13	·	·	·	-1.5	-0.2	-1.1	·
CN(C)C(=O)c1ccc(-c2ccc([C@H]3[C@@H](CO)N4CCCCN(S(C)(=O)=O)C[C@@H]34)cc2)cc1	6	2	7	-9	0.8	-0.1	-0.1	2

Source: PubChem (Broad Institute)
